Screens: PubChem, several laboratories
HDAC3 inh = HDAC3 deacetylase inhibitors, primary screen, biochemical, fluorescence, cell-free homogeneous; recombinant HDAC3, fluorogenic peptide/trypsin coupled; 320,000 compounds, 0.15% hits; inhibition, % at 8.3 µM; Histone deacetylase 3 (Homo sapiens), O15379; AID 2718, 2010; in the data active = inhibition above about 26%, passing the limit was not always enough; inconclusive = no clear call, values can overlap the other calls
Target sequence (O15379 whole entry, looked up): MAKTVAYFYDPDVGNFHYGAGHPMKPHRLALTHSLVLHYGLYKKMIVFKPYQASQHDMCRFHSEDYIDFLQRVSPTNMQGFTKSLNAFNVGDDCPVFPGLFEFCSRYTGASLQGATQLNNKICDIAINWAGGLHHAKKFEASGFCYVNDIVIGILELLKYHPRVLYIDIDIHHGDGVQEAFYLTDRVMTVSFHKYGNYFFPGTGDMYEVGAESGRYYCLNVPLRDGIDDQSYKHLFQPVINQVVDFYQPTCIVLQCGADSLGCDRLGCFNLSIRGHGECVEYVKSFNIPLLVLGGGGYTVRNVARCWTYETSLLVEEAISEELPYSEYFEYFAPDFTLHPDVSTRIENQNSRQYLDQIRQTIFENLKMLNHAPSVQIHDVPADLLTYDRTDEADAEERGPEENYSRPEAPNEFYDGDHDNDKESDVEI
IEC-6 cytotox = cytotoxicity in IEC-6 intestinal epithelial cells, primary screen, cytotoxicity control for KLF5 inhibitor project, cell-based, luminescence; IEC-6 cytotoxicity, luminescence viability; inhibition, % at 5 µM; 290,000 compounds, 0.78% hits; in the data active = inhibition above about 22%;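 also: 0% = plate median of test compound wells and 100% = cytotoxic reference compound wells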
aSyn UTR inh = MLPCN primary screen, SNCA 5' untranslated region; alpha-synuclein 5'UTR reporter, inhibitor activity; inhibition, % (tested at 7.5 µM); 300,000 compounds, 0.82% hits; AID 1813, 2009; in the data active = inhibition above about 60%; inconclusive = no clear call, values can overlap the other calls;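 also: H4 neuroglioblastoma cells stably carrying SNCA 5'UTR luciferase fusion; 0% = DMSO wells and 100% = positive control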
HSP90 inh = HSP90 inhibitors, primary screen, cell lysate, luminescence. Rabbit reticulocyte lysate, luciferase refolding luminescence, 3 h. inhibition, % at 5.6 µM. 290,000 compounds, 0.91% hits;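 active = inhibition above the screen-wide mean plus 3 SD, computed separately per campaign, cut at about 16% in these data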;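 also: 0% = DMSO wells and 100% = 60 µM geldanamycin wells; inhibitors lower the luminescence because luciferase stays unfolded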
KLF5 inhibitor = KLF5 expression inhibitors, primary screen, DLD-1 cells, luminescence. DLD-1 KLF5 promoter-luciferase reporter. inhibition, % at 5 µM. 290,000 compounds, 0.23% hits;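 active = inhibition above a per-plate limit of that plate's mean compound inhibition plus 3 SD, cut at about 60% in these data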;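 also: 0% = DMSO wells and 100% = LY294002 at 200 µM; higher means less KLF5 promoter-driven luciferase light; inactives centre near -14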
HIF act = HIF pathway transcriptional activators, primary screen, cell-based, U2OS HRE-luciferase, luminescence; U2OS HRE-luciferase reporter; normalized: DMSO 0%, desferrioxamine 100%; activation, % at 7.5 µM (by protocol); 300,000 compounds, 0.32% hits;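 active = mean activation of at least 10% of the iron chelator positive control signal, with at least half of replicates also reaching 10%; inconclusive = mean and replicate majority disagree about reaching 10%; inactive = mean and most replicates under 10%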
AI-2 QS modul = Vibrio harveyi AI-2 quorum sensing modulators, primary screen, JMH597 strain, luminescence/OD600 ratio | Vibrio harveyi JMH597 AI-2 luminescence/OD600 ratio, 9 h; stronger effect = lower value; strain lacks LuxN and CqsS sensors; 0 = neutral-control median | activity change, % at 7.5 µM | 300,000 compounds, 0.4% hits; in the data active = activity change below about -75%, passing the limit was not always enough; inconclusive = no clear call, values can overlap the other calls;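 also: luminescence divided by OD600 gain over 9 h not by final OD600 alone; inactives centre near 13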
HSF1 inh = HSF1 inhibitors in luciferase reporter cells, primary screen, cell-based, NIH3T3, luminescence. NIH3T3-HGL HSE-luciferase, MG132-induced, luminescence 8 h; stronger effect = lower value. activity change, negative = inhibition, % at 7.5 µM (by protocol). 300,000 compounds, 0.77% hits. AID 2098, 2009;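 active = more than half of replicate wells show activity change below -50%, luminescence cut by over half; inconclusive = some wells, but at most half, below -50%; inactive = no replicate well below -50%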;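 also: luciferase reports HSF-1 transcriptional activity via heat shock element; 0% = median of DMSO wells and -100% = zero luminescence signal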
Platelet DG rel = inhibitors of platelet dense granule secretion, primary screen, cell-based, MLPCN, human platelets; human platelet-rich plasma, SFLLRN dense granule ATP release, luminescence; inhibition, %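 (compounds screened at 7.5 µM in platelet-rich plasma)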; 300,000 compounds, 0.22% hits; AID 1663, 2009;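 active = mean replicate score, as percent of positive control, at or above 50; inconclusive = mean below 50 but at least one replicate at or above 50; inactive = mean and every replicate below 50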
HSF-1 act = HSF-1 activators, primary screen, NIH3T3-HGL cells, MG132 stress, luminescence, single point | NIH3T3-HGL HSF-1 luciferase reporter, 8 h; 100% = twice DMSO control signal | activation, % at 9 µM | 300,000 compounds, 1.7% hits | AID 504408, 2011;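 active = mean replicate activation of at least 50% with a set share of replicates each reaching 50%; inconclusive = only one of those two conditions met; inactive = mean below 50% and too few replicates reaching it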;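 also: 0% = median of the neutral control wells and 100% = twice that signal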
Numbers without * were called inactive; ? = inconclusive; . = not tested or not shown.

Values run as follows: HDAC3 inh, IEC-6 cytotox, aSyn UTR inh, HSP90 inh, KLF5 inhibitor, HIF act, AI-2 QS modul, HSF1 inh, Platelet DG rel, HSF-1 act
#1 CCOc1ccc(NC(=O)CSc2nc(NS(=O)(=O)c3ccc(C)cc3)cc(=O)[nH]2)cc1
    ., -5, -4, -4, -2, 2.2, 4, 7, -1, 20
#2 COc1ccc(CCNC(=O)CSc2nnc3ccc(-c4cccnc4)nn23)cc1
    -10, 6, 9, 5, -7, 0.1, 18, -4, -4, -13
#3 CCCCCCCCCCCC1=C(O)C(=O)C=C(O)C1=O
    0, ., 16, ., ., -0.1, 163, 2, -2, 4
#4 O=C(CCS(=O)(=O)c1ccc(Br)cc1)NCc1ccc(F)cc1
    -9, -2, 8, -3, 7, 0.0, 1, 3, 0, 12
#5 COc1ccccc1CNC(=O)CC(C)C
    1, 0, 4, -5, -36, -1.1, -2, -10, 6, -17
#6 CCCSc1nc2cc(OC)c(OC)cc2c(=N)n1CCCN1CCOCC1
    -20, -5, -51, -2, 3, 0.0, 12, -5, 18, -11
#7 CCOc1ccc(CCNC(=O)COC(=O)c2ccc(Br)o2)cc1OCC
    ., ., 10, ., ., -0.2, -4, -10, -22, 0
#8 Cn1c(=O)[nH]c(=O)c2c1nc(N1CCCC1)n2CC(O)COc1ccccc1 (centres undefined)
    5, 0, 22, 0, -17, ., 14, -4, -2, 3
#9 O=C(CNC(=O)c1ccc(-c2ccccc2)cc1)OCc1c(F)cccc1Cl
    -2, -8, 15, -1, -5, 0.1, 15, 3, 2, 6
#10 Cc1cc(NC(=O)CSc2ccc(-c3cccc([N+](=O)[O-])c3)nn2)no1
    -4, -3, -22, 1, 11, -0.3, 7, -8, -1, 12

Additional entries.
Values run as follows: HDAC3 inh, IEC-6 cytotox, aSyn UTR inh, HSP90 inh, KLF5 inhibitor, HIF act, AI-2 QS modul, HSF1 inh, Platelet DG rel, HSF-1 act
#11 c1ccc2c(c1)CCN(c1nc3cc4c(cc3s1)OCCO4)C2
    0, 15, 75*, 54*, -5, -5.4, 27, -34, 3, -45
#12 Clc1ccc(-[n+]2c(-c3cccc(Br)c3)[nH]c3nc4ccccc4nc32)cc1
    -5, 2, -4, 3, -22, 0.2, 21, 1, 2, 21
#13 C/C(=N\n1c(C)nc2ccccc2c1=O)c1ccc(C)o1
    -10, -2, -8, 2, -29, 0.0, 41, -1, -3, 26
#14 COc1ccc(N(CC(=O)NC2CCCC2)C(=O)Cn2nnc(-c3ccc(C)o3)n2)c(OC)c1
    ., -9, 6, 2, -2, 2.4, 2, -1, 6, 10
#15 CC(=O)c1sc2nc(-c3cccs3)cc(C(F)(F)F)c2c1N
    -18, 8, 32, 2, 6, 0.0, 19, -14, 0, -3
#16 CC(=O)c1ccc(N2CCN(C(=O)C(=O)c3cn(CC(=O)N4CCCCCC4)c4ccccc34)CC2)cc1
    -11, 0, 11, -1, -18, 0.3, 13, 3, -1, 3
#17 CCOC(=O)Cn1c(=O)cnc2ccccc21
    -1, 3, -6, 2, -9, -2.6, 23, 2, 1, -8
#18 Cc1oc(-c2ccc(Cl)cc2)nc1CS(=O)CC(=O)NCc1cccs1 (centres undefined)
    -2, 4, -6, 4, 1, -0.3, 5, 1, -1, 5
#19 c1ccc(C2[C@H]3CN(CC4CCCCC4)[C@H](c4ccccc4)C34CC2(c2cccnc2)C4)cc1 (some centres undefined)
    11, ., 7, ., ., -0.1, 34, 9, 4, 11
#20 Cc1cc(C(=O)OCC(=O)c2ccc(Cl)c([N+](=O)[O-])c2)c2cccc(C)c2n1
    -6, 1, 2, -2, -20, -0.3, 18, -3, -4, 1

Next part
Values run as follows: HDAC3 inh, IEC-6 cytotox, aSyn UTR inh, HSP90 inh, KLF5 inhibitor, HIF act, AI-2 QS modul, HSF1 inh, Platelet DG rel, HSF-1 act
#21 CC(=O)NC(=O)c1nnn(Cc2ccccc2)c1NC(C)=O
    1, 0, 2, 1, 19, 0.2, 17, 1, 0, 19
#22 Cc1c(-c2ccccc2)nc2ccccc2c1C(=O)Oc1ccc([N+](=O)[O-])cc1
    2, 3, 33, 1, -33, -0.1, 13, 14, -31, 45
#23 Cc1ccccc1NC(NC(=O)OCCn1c([N+](=O)[O-])cnc1C)C(Cl)(Cl)Cl (centres undefined)
    ?, 5, -25, 1, -2, 0.6, 1, -1, -8, 0
#24 CC1CN(CC(O)COc2ccccc2C(C)(C)C)CC(C)O1 (centres undefined)
    8, 0, 0, 0, -34, 0.1, ., -6, -7, -28
#25 O=C(c1ccc(Cl)c(S(=O)(=O)NCc2ccco2)c1)N1CCN(c2ccccc2F)CC1
    -9, -3, 2, -4, -13, 1.1, 3, 9, -1, ?
#26 CCOC(=O)c1nnsc1NC(=O)Nc1ccc(OC)cc1
    -6, 2, 4, -1, -19, 0.7, 3, -4, 2, -9
#27 Cc1cc(C)cc(NC(=O)C2CCCN2S(=O)(=O)c2ccc3c(c2)C(C)(C)C(=O)N3C)c1 (centres undefined)
    3, 1, -13, -1, -27, -0.2, 13, 2, -4, 12
#28 CN(Cc1c(C(=O)N/N=C/c2cccc(F)c2)nnn1-c1nonc1N)C1CCCCC1
    -4, -3, -14, 2, -4, -0.5, 9, -4, -19, -1
#29 COc1ccc(CNc2nc(-c3cccnc3)nn2C(=O)c2ccco2)cc1
    4, 0, -16, 0, -8, 0.1, 13, 6, 5, 29
#30 Cc1noc2ncnc(Sc3ccc(Cl)cc3)c12
    -6, 0, 13, 8, -11, 0.6, 5, 53, -1, 72*

Additional structures.
Values run as follows: HDAC3 inh, IEC-6 cytotox, aSyn UTR inh, HSP90 inh, KLF5 inhibitor, HIF act, AI-2 QS modul, HSF1 inh, Platelet DG rel, HSF-1 act
#31 O=C(Cc1ccccc1)N1CCC2(CC1)NCCc1[nH]cnc12
    -1, 2, 18, -1, -1, 0.1, 16, -1, 2, -9
#32 Cc1c(NC(=O)C2CCCNC2=O)c(=O)n(-c2ccccc2)n1C (centres undefined)
    -4, 5, 2, 1, -24, 0.3, -5, -3, 2, -10
#33 COC(=O)CN1C(=O)[C@H]2[C@@H](c3ccc(C)o3)N3C(=O)CN(Cc4ccc(-c5ccccc5)cc4)C(=O)[C@@]3(C)[C@H]2C1=O
    3, -1, 19, 0, 0, 0.2, 10, -1, -2, 5
#34 COc1c(/C=N/NC(N)=S)c(C)nn1-c1ccccc1
    2, -2, 21, 5, 6, 0.1, 19, 1, 1, 10
#35 O=C1CN(C(=O)c2ccccc2)C(c2ccc(F)cc2)c2cc(Br)ccc2N1 (centres undefined)
    12, 0, 8, 3, -13, 0.8, 10, 16, -3, 41
#36 COc1ccc(CC(=O)Nc2ccc(S(=O)(=O)NC(C)C)cc2)cc1
    0, -2, -17, -1, -41, -0.5, -53, -18, -13, 0
#37 COc1cccc(C2/C(=C(/O)c3cnn(-c4ccccc4)c3C)C(=O)C(=O)N2CCN(C)C)c1 (centres undefined)
    -7, 0, -6, 7, -14, 0.3, 18, -5, -12, -7
#38 CC(C)CC(c1nnnn1Cc1ccccc1)N1CCC(C(N)=O)CC1 (centres undefined)
    8, 0, 16, 5, -14, 0.4, 7, -4, -7, -3
#39 O=C1CCCN1CCCNCC(O)c1ccccc1 (centres undefined)
    -4, 0, -7, 6, -22, 1.2, 5, -3, -4, -24
#40 CCCCOP(=O)(OCCCC)C(Nc1ccccc1)c1ccc2c(c1)OCO2 (centres undefined)
    1, 4, 22, -5, 17, -0.3, 25, 2, -3, 4

New compounds follow
Values run as follows: HDAC3 inh, IEC-6 cytotox, aSyn UTR inh, HSP90 inh, KLF5 inhibitor, HIF act, AI-2 QS modul, HSF1 inh, Platelet DG rel, HSF-1 act
#41 COc1cc(C(=O)c2ccccc2)c(OC)cc1C(=O)Nc1ccc(O)cc1
    -5, -2, -13, -1, -28, -0.2, 10, 10, -10, 19
#42 COC(=O)Nc1sc2c(c1C(=O)N1CCOCC1)CCC(C)C2 (centres undefined)
    ?, -1, -22, 3, -39, -0.1, 10, 1, -3, -5
#43 O=C(Oc1ccccc1Cl)c1ccc(N2CCOCC2)c([N+](=O)[O-])c1
    ., -4, 3, -2, -16, -0.4, 35, -3, -11, -7
#44 CC(CCc1ccccc1)NC(=O)COC(=O)c1ccccc1Br (centres undefined)
    8, -2, 10, 0, -12, 0.2, 3, -1, -1, 2
#45 O=C(COc1ccccc1N1C(=O)C2C3C=CC(C3)C2C1=O)c1ccccc1 (centres undefined)
    0, 7, 15, 2, 4, 0.3, 8, 1, 4, 13
#46 CN(C)C(=O)CN1C(=O)NC(c2ccccc2)(c2ccccc2)C1=O
    ?, -2, -44, 0, -11, -0.2, 15, 2, -27, 2
#47 COC(=O)c1cc(C)sc1NC(=O)CN1CCN(C(=O)C2CCCO2)CC1 (centres undefined)
    1, 4, 21, 2, -8, 0.5, 14, 2, -23, -15
#48 S=c1[nH]nc(-c2ccc(Cl)cc2)n1Cc1ccccc1
    -5, 6, 27, 46*, 9, -0.4, 0, -8, -4, 8
#49 COc1ccc2c(CC(=O)Nc3ccc(N4CCOCC4)cc3)coc2c1
    3, -11, -14, -1, -8, 0.5, 5, 3, -7, -1
#50 Cc1nn(C)c(Cl)c1C(=O)NCC(=O)O
    5, 2, -11, 2, 1, -0.2, 15, -1, -2, 7

More structures.
Values run as follows: HDAC3 inh, IEC-6 cytotox, aSyn UTR inh, HSP90 inh, KLF5 inhibitor, HIF act, AI-2 QS modul, HSF1 inh, Platelet DG rel, HSF-1 act
#51 CC(=O)Nc1ccc(NC(=O)c2ccc(-c3ccc([N+](=O)[O-])cc3)o2)cc1
    -8, -6, -42, 0, -10, -1.1, 23, -2, -5, 5
#52 COC(=O)C(C)N(c1ccc(OC)cc1)S(C)(=O)=O (centres undefined)
    -6, -1, 2, -1, -8, -0.5, 16, 0, 9, -11
#53 O=C1CCCCc2sc(Br)c([N+](=O)[O-])c2N1
    1, 7, 33, 1, -15, -5.7, -23, 77, -7, 132*
#54 Cc1cc(C)c(C(=O)CSc2nnc(N)s2)cc1C
    1, 3, -61, -1, -17, 0.6, 16, 11, -2, 23
#55 Cc1ccc(C(c2nnnn2C(C)(C)C)N2CCN(C3CCCC3)CC2)cc1 (centres undefined)
    2, -1, 1, -2, -33, -0.2, 21, -5, -12, -4
#56 CCCn1c(SCCN2CCOCC2)nc2c1c(=O)n(C)c(=O)n2C
    -7, 0, 20, -5, -33, -2.1, 11, -3, 5, -18
#57 COC(=O)c1cc(=O)nc2sc3ccccc3n12
    2, 5, 8, 0, 1, -0.2, 8, -3, ., -25
